High-throughput results from PubChem BioAssay.
IP6K1 inh: Primary qHTS assay for small molecule inhibitors of Inositol hexaphosphate kinase 1 (IP6K1) | IP6K1 kinase, ADP-Glo luminescence, 2 h; active compounds read low | Inositol hexakisphosphate kinase 1 (Homo sapiens), Q92551 | activity change, % (series mostly up to about 58 µM) | actives 0.81% (n = 140,000); in the data active = activity change below about -25%
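ADP-Glo luminescence measures ADP made by human IP6K1 during a 2 h RT reaction with ATP/IP6 (mix at 1.3 mM/130 uM); top library doses 57.5 and 19.1 uM final.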
SNCA viab count: GF-AFC viability counterscreen for inhibitors of alpha-synuclein gene (SNCA) expression; HEK-293-SNCA-luc viability, GF-AFC fluorescence, 24 h; Potency, µM (doses to about 57.1 µM), without a hit: at the top dose activity change, negative = cytotoxicity, hits mostly cytotoxic; actives 0.12% (n = 150,000); AID 1671193, 2021;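 also: potency is read from the fitted curve at half-maximal effect; 0% = DMSO-treated cells and -100% = medium-only wells without cells; nearly all actives have a fitted effect of over 30% in size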
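Cytotoxicity counterscreen: after 24 h compound treatment of genome-edited SNCA-luciferase HEK-293 cells, live-cell protease substrate GF-AFC read by fluorescence after 30 min; activity scaled between DMSO (0%) and medium-only (-100%), curves Hill-fitted.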
Luciferase inh: Firefly luciferase inhibition profiling of diverse chemical library using quantitative high-throughput screening; actives 2.5% (n = 76,000); purified P. pyralis luciferase, luminescence, biochemical; AID 1347043, 2019; Luciferin 4-monooxygenase (Photinus pyralis), P08659; Potency, µM (series often up to 115 µM), inactives show top-dose activity change, negative = inhibition, usual class: inhibitors; also: potency is read from the fitted curve at half-maximal effect; nearly all actives have a fitted effect of over 65% in size
Target sequence (P08659 whole entry, looked up): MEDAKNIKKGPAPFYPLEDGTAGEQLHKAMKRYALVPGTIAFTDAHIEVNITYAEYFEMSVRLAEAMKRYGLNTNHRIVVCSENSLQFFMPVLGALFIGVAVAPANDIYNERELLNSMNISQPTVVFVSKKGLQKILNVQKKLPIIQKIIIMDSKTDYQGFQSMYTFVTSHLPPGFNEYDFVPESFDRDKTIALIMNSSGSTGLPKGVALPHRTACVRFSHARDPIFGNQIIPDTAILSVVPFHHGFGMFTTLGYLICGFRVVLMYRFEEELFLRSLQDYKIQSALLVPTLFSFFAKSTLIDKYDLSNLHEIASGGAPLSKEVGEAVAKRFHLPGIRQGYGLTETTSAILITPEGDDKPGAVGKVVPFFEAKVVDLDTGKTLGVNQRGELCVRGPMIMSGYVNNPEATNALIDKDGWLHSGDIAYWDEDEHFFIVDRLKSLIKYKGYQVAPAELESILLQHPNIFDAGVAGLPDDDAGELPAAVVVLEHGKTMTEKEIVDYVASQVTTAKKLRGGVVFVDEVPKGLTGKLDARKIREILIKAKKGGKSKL
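Biochemical qHTS: compound (6-point titration) added to 10uM D-luciferin plus 10uM ATP in Tris acetate pH 7.5 buffer with Mg, Tween-20 and BSA, then purified enzyme at 10nM; light output imaged.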
NIH3T3 tox: Cytotoxic Profiling in NIH 3T3 Cell Line of Diverse Libraries Using Quantitative High-Throughput Screening. Potency, µM (top dose mostly 96.7 µM), for inactives: top-dose activity change, negative = cytotoxicity, hits mostly inhibitors. NIH 3T3 viability, CellTiter-Glo ATP luminescence, 48-72 h. actives 4.3% (n = 94,000); also: potency is read from the fitted curve at half-maximal effect; nearly all actives have a fitted effect of over 55% in size
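Cells were seeded at 400 per well, treated with pin-transferred compound, and kept 48 or 72 hr at 37 °C before CellTiter-Glo addition and luminescence imaging of cellular ATP.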
GPT2 inh: Primary qHTS assay for inhibitors of Glutamate pyruvate transaminase 2 (GPT2). Alanine aminotransferase 2 (Homo sapiens), Q8TD30. Recombinant GPT2, coupled pyruvate oxidase/HRP Amplex Red fluorescence. Potency, µM (highest dose often 57.7 µM), without a hit: top-dose activity change, negative = inhibition, hits mostly inhibitors. actives 0.25% (n = 100,000); also: potency is read from the fitted curve at half-maximal effect; nearly all actives have a fitted effect of over 60% in size; many of its hits are not listed in these tables
Target sequence (Q8TD30 whole entry, looked up): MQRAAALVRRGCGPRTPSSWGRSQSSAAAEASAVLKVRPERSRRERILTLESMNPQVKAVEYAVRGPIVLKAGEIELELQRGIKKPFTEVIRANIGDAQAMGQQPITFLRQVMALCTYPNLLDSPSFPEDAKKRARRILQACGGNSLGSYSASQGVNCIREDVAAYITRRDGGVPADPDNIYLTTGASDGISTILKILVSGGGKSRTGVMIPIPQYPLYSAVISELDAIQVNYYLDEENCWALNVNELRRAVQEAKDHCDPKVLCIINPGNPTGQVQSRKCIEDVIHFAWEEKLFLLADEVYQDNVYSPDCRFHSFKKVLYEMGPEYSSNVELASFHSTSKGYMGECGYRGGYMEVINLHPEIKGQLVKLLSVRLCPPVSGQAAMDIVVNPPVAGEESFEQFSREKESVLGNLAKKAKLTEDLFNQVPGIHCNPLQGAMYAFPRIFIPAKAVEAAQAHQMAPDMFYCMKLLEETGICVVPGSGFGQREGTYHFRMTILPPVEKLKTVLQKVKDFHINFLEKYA
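Recombinant GPT2 (10ng/uL) with 250uM a-KG and 2mM L-alanine, 30 min at room temperature, in HEPES pH 7.5 buffer. Pyruvate detected by pyruvate oxidase/HRP/Amplex Red fluorescence after 30 min in the dark; AOA (50uM) as positive control.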
SNCA expr inhib: Primary qHTS assay for inhibitors of alpha-synuclein gene (SNCA) expression; HEK-293 SNCA-luciferase knock-in, luminescence, 24 h; Potency, µM (top dose mostly 57.2 µM), for the others: at the top dose activity change, negative = inhibition, most hits filed as inhibitors; actives 0.17% (n = 140,000);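 also: potency is read from the fitted curve at half-maximal effect; plate controls were DMSO cells for no effect and cell-free wells for full effect; nearly all actives have a fitted effect of over 45% in size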
HEK cytotox: Cytotoxic Profiling in HEK 293 Cell Line of Diverse Libraries Using Quantitative High-Throughput Screening; HEK 293 viability, ATP luminescence (CellTiter-Glo), 48-72 h; Potency, µM (doses to about 115 µM), for the others: top-dose activity change, negative = cytotoxicity, hits mostly inhibitors; actives 6.6% (n = 94,000); AID 1345083, 2018; also: potency is read from the fitted curve at half-maximal effect; nearly all actives have a fitted effect of over 60% in size
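Cytotoxicity was scored by loss of ATP-coupled luminescence (CellTiter-Glo) in HEK 293 cells. Compound treatment ran 48 or 72 hr at 37 degree Celsius, 5% CO2, 95% humidity.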
* hit, by the source's call; i = inactive; ? = inconclusive; . = no result given; ! = a repeat was not active; [ ] = remark or other dose. Unless noted, calls follow the shape of the dose curve; as a rule, active = well fitted curve in the direction sought with a large enough effect; inconclusive = small, poorly fitted or top-dose-only effect, or another doubt; inactive = no such curve, though single readings can be large; an effect the other way counts as inactive or inconclusive. Unless noted, % is scaled to controls: 0 for no effect and ±100 for the full control effect. Rows were taken by chance; 7.8% or so of the library scored in one or more.

SMILES	IP6K1 inh	SNCA viab count	Luciferase inh	NIH3T3 tox	GPT2 inh	SNCA expr inhib	HEK cytotox
NC(=O)c1c(NC(=O)c2noc3c2CCCC3)sc2c1CCCC2	8	-7%	.	.	.	185%[activator]	.
CCNC(=O)c1n[nH]c2c1CN(C(=O)c1ccccc1OC(F)(F)F)CC2	5	3%	-1%	-22%	i	-2%	?
COc1ncccc1-c1nccc2c(=O)cc(N3CCOCC3)oc12	12	-6%[87.6 µM]	-23%[172 µM]	50µM*	i	8%[87.6 µM]	?
CS(=O)(=O)N1C[C@H]2CCN(Cc3cn[nH]c3-c3ccccc3)C[C@H]21	6	2%[12.5 µM]	-12%	-19%	i	?	-23%
CCCCN(CC)c1nc(C)nc2c1c(C)cn2-c1c(C)cc(C)cc1C	28	1%	.	.	?	.	.
CN1CCCN(C(=O)CCC[C@@H]2[C@H]3CCCN4CCC[C@@H](CN2C)[C@@H]34)CC1	16	-12%	1%	i	-15%	-12%	1%
CCN(CC)S(=O)(=O)c1ccc2c(c1)c(=O)c(C(=O)NCc1ccccc1)cn2C	-10	1%	.	.	.	-13%	.
CN1CCCC2(Cc3ccccc3CN([S+](C)(=O)[O-])C2)C1 (centres undefined)	4	-4%	.	i	i	5%	i
CCc1ccc(-n2nc3ccc(NC(=O)c4cc(Cl)c(OC)c(Cl)c4)cc3n2)cc1	-1	3%	.	.	.	22%	.
COc1ccc(-n2nc3n(c2=O)CCN(C(=O)c2ccc4c(c2)OCO4)C3)cc1	6	-7%	.	?	-1%	-11%	?
CN1C(=O)CC[C@]2(C(=O)N3CCN(c4ccc(F)cc4)CC3)CCCC[C@@H]12	-16	-2%	6%	-1%	i	?	-16%
Cc1cccc(CNC(=O)Cn2ccc3cc(S(=O)(=O)N4CCC(C)CC4)ccc32)c1	6	6%	.	.	.	-16%	.
COCCNC(=O)c1cnn(-c2ccc(C)cc2C)c1C1CCN(C(=O)OC(C)(C)C)CC1	6	-2%	.	.	.	-4%	.
CCc1noc(-c2cn(C3CCN(C(=O)Cc4cccc(OC)c4)CC3)nn2)n1	0	6%	-2%	-21%	i	-3%	0%
COc1ccc2[nH]cc(CCNC(=O)C3N(C(C)C)C(=O)C34CCCC4)c2c1 (centres undefined)	2	-3%	2%	-4%	i	-3%	-14%
COc1ccc(C2CC(=O)c3cc(-c4nc(-c5ccc(Cl)cc5)cs4)c(=O)[nH]c3C2)cc1OC (centres undefined)	-19	4%	.	.	.	52%[activator]	.
O=C(Cn1nc2n(c1=O)CCN(Cc1cccc(Cl)c1)C2=O)NC1CCCC1	-2	9%	3%	2%	i	0%	17%
Cc1cccc(C(=O)n2nc(C)c(S(=O)(=O)N3CCOCC3)c2C)c1	42	21%	.	.	.	41%	.
Cc1cccc(OCC2(CNC(=O)C3CCOCC3)C[C@@H](O)[C@@H](O)C2)n1 (some centres undefined)	-4	5%[87.6 µM]	15%[172 µM]	i	2%[88.5 µM]	-19%[87.6 µM]	i
Cc1ccc(C)c(N(C)C(=O)C2CCN(S(=O)(=O)c3cccc4nsnc34)CC2)c1	-3	-14%	.	.	.	13%	.
CN1Cc2cccn2CC1CNC(=O)c1ccccc1F (centres undefined)	-6	3%	0%	?	1%	-16%	?
CCCCn1c(C2CC(=O)N(c3ccc(OCC)cc3)C2)nc2ccccc21 (centres undefined)	-10	-8%	.	.	.	1%	.
COc1ccc(CN2CC(Oc3ccc4c(c3)OCO4)C2)cc1	-9	2%	.	-10%	0%	-6%	-11%
O=C(c1cccc2[nH]ccc12)N1CCC(n2cc(-c3nc(-c4ccccc4)no3)nn2)C1 (centres undefined)	6	-27%	?	?	i	6%	?
O=C(Nc1ccc(Cl)cc1)C1CCN(S(=O)(=O)c2ccc(Br)s2)CC1	3	?	.	.	.	?	.
COC[C@@H]1CN(Cc2ccc(F)c(OC)c2)C[C@H]1C(=O)N(C)C	3	?	2%	-20%	3%	-16%	-14%
CCN1CCN(C(c2ccccc2F)c2c(O)cc(C)n(CCOC)c2=O)CC1 (centres undefined)	-6	-21%	.	.	.	43%[activator]	.
CCOC(=O)c1cccc(NC(=O)c2ccc3nc(C(C)C)oc3c2)c1	11	-2%	.	.	.	-10%	.
Cc1ccc(CN2CCC(Cc3nc(-c4cccnc4)n[nH]3)C2)cc1C (centres undefined)	-4	-1%	7%	-29%	-4%	-17%	-7%
CCCCNC(=O)c1cc2n(n1)CC(c1ccc(Cl)cc1)OC2 (centres undefined)	-11	8%	-16%	?	i	-11%	?
COc1ccc(C(=O)NCc2nnc(SCC(=O)Nc3ccc(F)cc3)n2-c2ccccc2)cc1	10	?	.	.	.	0%	.
Cn1ncc(N2CCC(NC(=O)c3cnccn3)CC2)cc1=O	2	3%	-9%	-11%	3%	22%	-30%
CCCC1c2nccn2CCCN1C(=O)c1ccc(OC)nc1 (centres undefined)	5	-6%	5%	-1%	i	16%	-2%
O=C(CN1CCCc2nc(C3CC3)ncc2C1=O)NCc1ccccn1	-4	-14%	.	-12%	i	5%	i
Cc1cccc(-c2ncc(CN(CCC(N)=O)Cc3ccccc3)cn2)c1	5	0%	-4%	?	-8%	18%	?
C#CCNC[C@@H]1C=C(C)[C@H](Cc2nnc(Cc3c[nH]c4ccccc34)o2)C[C@H]1C(C)C	-12	?	-2%[172 µM]	?	2%[88.5 µM]	?	50µM*
O=C(CCC(F)(F)F)N1CCCC(CCc2c(F)cccc2F)C1 (centres undefined)	-4	4%	2%	?	-7%	-17%	-29%
CCn1nccc1C(=O)N1CCC2(CC1)C(OC)C(=O)N2CC1CC1 (centres undefined)	3	0%	5%	-4%	i	-13%	-3%
Cc1ccc(-n2nc(C)c3c(C(=O)NCCc4ccccc4)cc(C)nc32)cc1	4	1%	.	.	.	?	.
CCC(C(=O)N1CCc2nc(NC)nc(C(=O)N3CCCC3)c2C1)n1cccn1 (centres undefined)	-8	-9%	-6%	4%	3%	-30%	-6%
O=C(NCc1cccc(Cl)c1)c1noc(-c2ccc3c(c2)OCO3)n1	-3	0%	?	?	i	13%	40µM*
COc1cccc(CNC(=O)c2cc(-c3ccc(Cl)s3)nc3ccccc23)c1	-5	4%	.	.	.	0%	.
COc1cccc(Nc2nc3cc(Cl)c(Cl)cc3nc2-n2nc(C)cc2C)c1	1	8%	.	.	.	14%	.
CCNC(=O)N1CCC(CCOC)(NC(=O)c2cccs2)CC1	7	14%	-4%	-15%	?	22%	-4%
COc1ccc(CNC(=O)C[C@@H]2O[C@H](CNC(=O)c3ccc(C)cc3)[C@@H](O)[C@H]2O)cc1	20	-7%[87.6 µM]	11%[172 µM]	-19%[174 µM]	3%[88.5 µM]	12%[87.6 µM]	-3%[172 µM]

Brought forward from above: five entries; new compounds follow.
SMILES	IP6K1 inh	SNCA viab count	Luciferase inh	NIH3T3 tox	GPT2 inh	SNCA expr inhib	HEK cytotox
O=C(NCc1cccc(Cl)c1)c1noc(-c2ccc3c(c2)OCO3)n1	-3	0%	?	?	i	13%	40µM*
COc1cccc(CNC(=O)c2cc(-c3ccc(Cl)s3)nc3ccccc23)c1	-5	4%	.	.	.	0%	.
COc1cccc(Nc2nc3cc(Cl)c(Cl)cc3nc2-n2nc(C)cc2C)c1	1	8%	.	.	.	14%	.
CCNC(=O)N1CCC(CCOC)(NC(=O)c2cccs2)CC1	7	14%	-4%	-15%	?	22%	-4%
COc1ccc(CNC(=O)C[C@@H]2O[C@H](CNC(=O)c3ccc(C)cc3)[C@@H](O)[C@H]2O)cc1	20	-7%[87.6 µM]	11%[172 µM]	-19%[174 µM]	3%[88.5 µM]	12%[87.6 µM]	-3%[172 µM]
O=C(O)C1=NOC2CN(Cc3ccc(F)c(F)c3F)CC12 (centres undefined)	3	-1%[87.6 µM]	.	0%[138 µM]	1%[88.5 µM]	-9%[87.6 µM]	i
COCc1noc([C@@H]2CN(C(=O)CCc3c[nH]c4ccccc34)C[C@H]2C(N)=O)n1	2	5%	0%	-9%	i	34%[activator]	i
COc1ccccc1-c1nnc2n1C(C(=O)N1CCCC1)CC2 (centres undefined)	-1	9%	.	i	i	5%	4%
CCCn1c(=O)c(C)cn2nc(N)nc12	.	-2%	.	.	-12%	11%	.
Cc1cccc(OCC(=O)N(C)C2CCc3nn(CC4CC4)c(=O)n3CC2)c1 (centres undefined)	4	-11%	1%	-22%	i	-23%	-7%
C[n+]1cc2c3c(ccc2c2ccc4cc5c(cc4c21)OCO5)OCO3	-19	13µM*!	.	.	-32%	?	.
CN1CC(=O)N(c2ccccc2)Cc2c1ncnc2N1CCc2ccccc2C1	-15	-8%	-13%	?	-14%	-15%	?
Cc1cc(C(=O)NCC(F)(F)F)c2c(C3CCCNC3)noc2n1 (centres undefined)	10	1%	.	-5%	-7%	7%	0%
CC(C)CN1C(=O)CO[C@H](c2ccc(NC(=O)c3cccc(C#N)c3)cc2)[C@H]1CO	-7	1%[87.6 µM]	4%[172 µM]	-28%[174 µM]	4%[88.5 µM]	-18%[87.6 µM]	?
CC(NC(=O)C1CC(c2ccccc2)CN(C(=O)c2ccc(F)cc2)C1)c1ccccc1 (centres undefined)	-14	-2%	5%	?	i	?	?
O=C(NCCc1ccccc1)N1CCCC(c2nc(CCOCC3CC3)no2)C1 (centres undefined)	5	-1%	-3%	-21%	i	51%[activator]	-43%
CCC(=O)N(C1CCOCC1)C1CCN(Cc2ccc[nH]2)CC1	-8	8%	-1%	-14%	i	10%	-11%
CCN(CC)CC[C@H]1CN(C(=O)c2ccc(F)cc2)CC[C@H]1CC(=O)O	1	4%[87.6 µM]	-9%[172 µM]	-2%[174 µM]	4%[88.5 µM]	9%[87.6 µM]	-9%[172 µM]
CCOC(=O)c1ccc(NC(=O)Cn2c(N3CCCCC3)nc(C)c(C)c2=O)cc1	15	?	7%	?	4%	-18%	?
O=C(NCCCc1ccccc1)C1CCc2nnc(-c3cccc(C(F)(F)F)c3)n21 (centres undefined)	-4	-1%	.	-29%	i	?	-15%
CC(NC(=O)c1cc(Sc2ccc(F)cc2F)nc2ccccc12)c1ccccc1 (centres undefined)	-14	10%	.	.	.	-3%	.
